Sm TGR inh: S. mansoni TGR enzyme inhibition | Potency, µM (series often up to 114 µM), for inactives: top-dose activity change, negative = inhibition, hits mostly inhibitors | Q962Y6 | actives 3% (n = 360,000) | purified TGR, DTNB reduction, TNB absorbance 405 nm; also: potency is read from the fitted curve at half-maximal effect; nearly all actives have a fitted effect of over 60% in size
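TGR 20 nM + NADPH 100 uM (dispensed conc.), cpd preinc 15 min RT; start with NADPH (500 uM addition) then DTNB (15 mM addition). Kinetic TNB absorbance, 405 nm filter. Four-parameter Hill fit across titration.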
HCMV inh: human cytomegalovirus inhibition; AID 1259415; HFF cells, HCMV-luciferase reporter, 72 h; hits give low values; actives 4.5% (n = 410,000); activity change, negative = inhibition, % at 57.5 µM; in the data active = activity change below about -60%; inconclusive = no clear call, values can overlap the other calls; inactive = above about -39%
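After 16 h attachment at 37C, HFF cells received test compound and HCMV-luciferase (1 PFU/cell); reporter luminescence read 72 h later, data normalized against buffer-only and known inhibitor Salinomycin.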
HCV inhibitor: blocks hepatitis C virus; Huh7.5.1 HCVcc-Cre infection, luciferase reporter, 44 h; Potency, µM (series often up to 41.8 µM), for the others: at the highest dose activity change, negative = inhibition, hits mostly inhibitors; actives 3.4% (n = 340,000); AID 651820; also: potency is read from the fitted curve at half-maximal effect
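Cells (1,000/well) were plated 4 h before compound, then infected with HCVcc-Cre virus (~0.5 moi). After 44 h further culture, infection was read as luciferase luminescence following a 15 min substrate incubation at room temperature.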
AMA1 RON2 block: AMA1-RON2 (P. falciparum) interaction inhibition | Potency, µM (series often up to 58.2 µM), for inactives: at the top dose activity change, negative = inhibition, hits mostly inhibitors | actives 0.2% (n = 360,000) | AlphaScreen AMA1-biotinylated RON2 peptide binding;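 also: potency is read from the fitted curve at half-maximal effect; 0% = vehicle wells and -100% = peptide control; nearly all actives have a fitted effect of over 45% in size; some results filed as inactive show a strong effect at the top dose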
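AMA1 (3D7) with his tag at 25 nM final met compounds first, then biotinylated RON2 peptide at 25 nM; detection used donor plus acceptor beads, 10 µg/mL apiece, read by AlphaScreen after 30 min at room temperature.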
AmpC inh detg: blocks E. coli AmpC beta-lactamase in detergent assay | AID 485294 | AmpC hydrolysis of nitrocefin, absorbance 480 nm, 0.01% Triton | actives 0.041% (n = 370,000) | Potency, µM (highest dose often 114 µM), for inactives: top-dose activity change, negative = inhibition, most hits filed as inhibitors | P00811;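 also: potency is read from the fitted curve at half-maximal effect; 0% = no-compound wells and -100% = no-enzyme wells; nearly all actives have a fitted effect of over 25% in size; some results filed as inactive show a strong effect at the top dose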
Target sequence (P00811 whole entry, looked up): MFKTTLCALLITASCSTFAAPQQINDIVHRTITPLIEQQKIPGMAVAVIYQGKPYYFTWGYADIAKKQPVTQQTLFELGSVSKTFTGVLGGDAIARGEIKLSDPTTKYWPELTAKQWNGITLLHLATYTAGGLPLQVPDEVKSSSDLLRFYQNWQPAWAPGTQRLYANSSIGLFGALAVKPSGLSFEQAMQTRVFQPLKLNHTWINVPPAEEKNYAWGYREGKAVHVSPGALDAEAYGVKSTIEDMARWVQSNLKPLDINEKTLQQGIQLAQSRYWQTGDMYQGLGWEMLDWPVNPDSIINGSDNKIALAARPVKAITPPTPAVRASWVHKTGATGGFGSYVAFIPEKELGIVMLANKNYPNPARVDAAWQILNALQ
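20 mM phosphate pH 7.0 + 0.01% (detergent screen) or 0.0001% Triton X-100; 5.3 nM AmpC reagent; cpd preinc 15 min RT; nitrocefin (800 uM stock) to start; A480 q20 s × 4 min; Activity was normalised to no-enzyme and no-compound control wells.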
Giardia FBPA inh: blocks Giardia fructose-bisphosphate aldolase activity; Potency, µM (doses to about 59.6 µM), for inactives: at the highest dose activity, negative = inhibition, usual class: inhibitors; purified Giardia FBPA; actives 0.71% (n = 290,000); A8B2U2; also: potency is read from the fitted curve at half-maximal effect; nearly all actives have a fitted effect of over 55% in size
Target sequence (A8B2U2 whole entry, looked up): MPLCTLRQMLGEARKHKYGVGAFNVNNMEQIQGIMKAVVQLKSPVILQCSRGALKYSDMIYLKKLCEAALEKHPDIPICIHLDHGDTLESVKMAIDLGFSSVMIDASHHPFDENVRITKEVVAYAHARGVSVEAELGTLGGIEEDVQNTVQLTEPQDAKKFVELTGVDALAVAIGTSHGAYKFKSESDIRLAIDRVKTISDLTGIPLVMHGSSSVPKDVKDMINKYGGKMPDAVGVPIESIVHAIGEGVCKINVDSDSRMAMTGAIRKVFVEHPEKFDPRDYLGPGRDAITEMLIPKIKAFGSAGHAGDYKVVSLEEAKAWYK
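40 nM FBPA preincubated 10 min at RT with compound (up to 57.5 uM final), then substrate plus GAPDH/TPI/NAD/arsenate coupling and diaphorase/resazurin added. Fluorescence read after 20 min at RT, 525/598 nm.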
The depositor's hits bear a star; ? = inconclusive; . = no result given; [ ] = dose if it differs, or a comment. Unless noted, calls follow the shape of the dose curve; as a rule, active = well fitted curve in the direction sought with a large enough effect; inconclusive = small, poorly fitted or top-dose-only effect, or another doubt; inactive = no such curve, though single readings can be large; an effect the other way counts as inactive or inconclusive. Unless noted, % is scaled to controls: 0 for no effect and ±100 for the full control effect.

# | structure | Sm TGR inh | Giardia FBPA inh | HCV inhibitor
1 | CCc1ccccc1NC(=O)CSc1nc2c(oc3ccccc32)c(=O)n1-c1ccccc1F | 4% | . | .
2 | COc1cc(C2C(C#N)=C(N)Oc3cc(C)oc(=O)c32)cc(OC)c1OC (stereo not given) | 16% | 6% | 12%
3 | CC(=O)c1ccc(S(=O)(=O)NCc2cccnc2)cc1 | 1% | 3% | -3%
4 | O=C(CNC(=O)c1cccs1)N=Nc1c(O)[nH]c2ccc([N+](=O)[O-])cc12 | 1% | ? | -11%
5 | COC(=O)Cc1ccc(NC(C)=O)cc1 | -2% | . | 9%
6 | Nc1ccc(C(=O)OCC(=O)NC2CCS(=O)(=O)C2)cc1[N+](=O)[O-] (stereo not given) | -4% | 3% | 1%
7 | COc1ccccc1CNC(=O)CS(=O)Cc1nc(-c2ccccc2C)oc1C (stereo not given) | ? | 3% | 1%
8 | CCNc1ncnc2c1cnn2C1CCCO1 (stereo not given) | . | . | 4%
9 | Clc1ccc(C2=NN=C3COc4ccccc4N3C2)cc1 | 3% | 0% | 13%
10 | Cc1cccc(NC(=O)CCN2CCN(c3ccccc3F)CC2)c1 | -5% | . | .
11 | O=c1cc(CO)oc(CN2CCN(c3cccc(C(F)(F)F)c3)CC2)c1O | -9% | -28% | 7%
12 | CC(C)c1ccc(OCCCCN2CCCCC2)cc1 | 0% | -23% | ?

# | AmpC inh detg | HCMV inh | AMA1 RON2 block
1 | -1% | -16 | .
2 | 6% | 56 | -9%
3 | -6% | 14 | -6%
4 | -12% | 43 | 21%
5 | 3% | 5 | 11%
6 | -6% | 7 | 3%
7 | ? | 14 | 1%
8 | . | 16 | -6%
9 | -1% | 14 | -1%
10 | -9% | 23 | .
11 | 3% | 39 | 15%
12 | -17% | -27 | -13%

Pulled by structure from above (3):
# | structure | Sm TGR inh | Giardia FBPA inh | HCV inhibitor
1 | CCc1ccccc1NC(=O)CSc1nc2c(oc3ccccc32)c(=O)n1-c1ccccc1F | 4% | . | .
11 | O=c1cc(CO)oc(CN2CCN(c3cccc(C(F)(F)F)c3)CC2)c1O | -9% | -28% | 7%
7 | COc1ccccc1CNC(=O)CS(=O)Cc1nc(-c2ccccc2C)oc1C (stereo not given) | ? | 3% | 1%

# | AmpC inh detg | HCMV inh | AMA1 RON2 block
1 | -1% | -16 | .
11 | 3% | 39 | 15%
7 | ? | 14 | 1%

The results go on.
# | structure | Sm TGR inh | Giardia FBPA inh | HCV inhibitor
13 | CCCCn1c(N)c(N(CCOC)C(=O)c2oc3ccc(Br)cc3c2C)c(=O)[nH]c1=O | . | . | -9%
14 | Cc1ccc(CSc2nc3ccc(NC(=O)COc4ccc(F)cc4)cc3s2)cc1 | 12% | . | .
15 | COc1ccc(-c2cc(C(=O)Nc3sc4c(c3C(N)=O)CCC(C)C4)no2)cc1 (stereo not given) | 3% | . | .
16 | COc1ccc(C(=O)Nc2ccc3[nH]ncc3c2)cc1OC | -3% | 10% | 0%
17 | CC1CN(C(C)C)C(=S)NC1=O (stereo not given) | . | . | 17%
18 | COc1cc(C2C3=C(CCCC3=O)OC3=C2C(=O)CCC3)ccc1OCC(=O)Nc1ccccc1 | 3% | 8% | -11%
19 | O=C(CCNC(=O)c1ccc([N+](=O)[O-])cc1)NCC1COc2ccccc2O1 (stereo not given) | -10% | . | 14%
20 | Fc1cccc(COc2ccccc2CNc2ccccc2)c1 | -4% | -10% | ?
21 | Cc1cccc(OCc2nnc(SCc3nc4ccccc4c(=O)[nH]3)o2)c1 | -3% | 5% | -15%
22 | COc1ccc(C(=O)CSc2nccn2C)c(OC)c1 | 5% | . | -2%
23 | Cc1ccc(-n2nc(C)c(Sc3ccccc3[N+](=O)[O-])c2N)cc1 | -8% | -7% | -17%
24 | Cc1ccccc1OCC(=O)OCC(=O)c1ccc(OC(=O)c2ccccc2)cc1 | 13% | 2% | .

# | AmpC inh detg | HCMV inh | AMA1 RON2 block
13 | . | -2 | 0%
14 | 9% | -6 | .
15 | 18% | 11 | .
16 | -8% | 42 | -23%
17 | . | 22 | 14%
18 | ? | 18 | ?
19 | -10% | -7 | 23%
20 | ? | -10 | -4%
21 | 3% | 48 | 12%
22 | -4% | 90 | -11%
23 | -1% | 17 | ?
24 | 0% | -26 | 11%

Next section:
# | structure | Sm TGR inh | Giardia FBPA inh | HCV inhibitor
25 | COC(=O)C1=C(C)N(C2CCCCC2)C(=O)C1 | 2% | -5% | -12%
26 | Cc1ccc(-n2c(C)cc(/C=C3\NC(=O)NC3=O)c2C)c(C)c1 | -31% | -18% | 6%
27 | CS(=O)(=O)N1CCC(C(=O)Nc2ccc(Oc3ccccc3)cc2)CC1 | 5% | -2% | ?
28 | CC(=O)Nc1ccc(NC(=O)C(C)OC(=O)/C(C#N)=C/c2ccc(N(C)C)cc2)cc1 (stereo not given) | -6% | . | -2%
29 | Cc1cc(NC(=O)c2ccc3c(c2)C(=O)N(C(C)(C)C)C3=O)no1 | 2% | 9% | 15%
30 | Cc1cccc(CNC(=O)c2ccc(Cn3c(=O)c4cccn4c4cccnc43)cc2)c1 | 4% | . | .
31 | COc1cccc(CNC(=O)CC(c2ccc(C)cc2)N2Cc3ccccc3C2=O)c1 (stereo not given) | 0% | . | .
32 | CCCn1c(SCC(=O)N2CCc3ccccc32)n[nH]c1=O | . | . | 20%
33 | CCCN(CC(=O)Nc1ccccc1C)C(=O)Cc1cccs1 | -4% | . | -3%
34 | O=C(CCc1nc2sc3c(c2c(=O)[nH]1)CCCC3)NCCc1ccccc1 | 2% | . | -10%
35 | CCCC(=O)Nc1ccccc1NC(=O)c1ccc(OCC)c(OCC)c1 | 4% | -1% | -17%
36 | CC(=O)Nc1ccc(N(C(=O)Cc2cccs2)C(C(=O)NC2CCCC2)c2ccncc2)cc1 (stereo not given) | -14% | . | 3%

# | AmpC inh detg | HCMV inh | AMA1 RON2 block
25 | 0% | 28 | -13%
26 | -15% | -17 | -18%
27 | -13% | -29 | 2%
28 | -13% | -19 | 0%
29 | 2% | -20 | -2%
30 | -8% | ? | .
31 | 6% | 22 | .
32 | . | 62 | 8%
33 | 2% | 14 | 40%[activator]
34 | 3% | -8 | -11%
35 | 2% | -8 | -21%
36 | 7% | 21 | -16%

Continued:
# | structure | Sm TGR inh | Giardia FBPA inh | HCV inhibitor
37 | CCOC(=O)CN1C(=O)N[C@@H](c2ccccc2)[C@@H](C(=O)OC)[C@H]1C | . | 8%[12.9 µM] | -19%
38 | CCOCN(C(=O)Cn1c(CO)nc2ccccc21)c1c(C)cccc1CC | -8% | 7% | -3%
39 | CCOC(=O)c1ccc(NC(=O)Cn2c(=O)n(-c3ccc(C)cc3)c(=O)c3c2cnn3C)cc1 | 1% | . | .
40 | O=C(NCC(c1cccnc1)N1CCOCC1)C(=O)Nc1cccc(Cl)c1 (stereo not given) | 5% | . | .
41 | COc1cccc(NC(=O)[C@H](Cc2ccccc2)NC(=O)[C@@H]2Cc3ccccc3CN2)c1 | 1% | -25% | -11%
42 | O=C(CSc1ncnc2sc3c(c12)CCCC3)c1ccco1 | -24% | 6% | ?
43 | Cc1noc(C)c1C(=O)Nc1sc2c(c1C(N)=O)CCCCC2 | -2% | -2% | ?
44 | COc1ccc(C(=O)Nc2cc(C)nn2-c2cccc(F)c2)cc1OC | -8% | 4% | -21%
45 | COc1ccc(CC(=O)NCc2cn3ccsc3n2)cc1 | 1% | 8% | -2%
46 | Cn1c(SCc2ccc(F)cc2)nnc1-c1cnccn1 | 3% | -3% | 14%
47 | COc1cc(NC(=S)N2CCCCC2C)cc(OC)c1OC (stereo not given) | . | -7% | -3%
48 | Cc1cccc(NC(=O)c2cnc3sccn3c2=O)c1 | 3% | -5% | 16%

# | AmpC inh detg | HCMV inh | AMA1 RON2 block
37 | . | -21 | -2%
38 | -20% | 21 | 16%
39 | 4% | 3 | .
40 | 14% | 1 | .
41 | 9% | 4 | 65%[activator]
42 | -13% | -22 | -1%
43 | 1% | -23 | 15%
44 | -14% | 24 | -3%
45 | -10% | -1 | 44%[activator]
46 | 1% | -33 | -3%
47 | -1% | -4 | 5%
48 | 4% | 132 | 0%

(next part)
# | structure | Sm TGR inh | Giardia FBPA inh | HCV inhibitor
49 | COc1ccc(C(C)=O)cc1CC(C(=O)c1ccc(Br)cc1)N(C)C (stereo not given) | -21% | 6% | -10%
50 | CC1=CC2=NC(=O)/C(=C\c3cccn3CCOc3ccccc3)C(=N)N2O1 | -4% | -15% | ?
51 | O=C(O/N=C/c1ccc2c(c1)OCO2)c1ccccc1Cl | -1% | -9% | .
52 | C=CCn1c(SCc2cc(=O)n3ccsc3n2)nc2ccccc2c1=O | -15% | 1% | -2%
53 | O=C(N=Nc1ccc(NOC(=O)c2ccccc2Br)cc1)c1ccccc1O | ? | ? | .
54 | Cc1cccc(NC(=O)CS(=O)CC(=O)Nc2cnc3ccccc3c2)c1C (stereo not given) | -18% | 16% | -2%
55 | CCOc1cc(NC(=O)C2CC2)c(OCC)cc1NC(=O)c1ccccc1OCC | -1% | 6% | ?
56 | CCc1noc(C)c1C(=O)N1CCN(S(=O)(=O)c2ccc(C(C)C)cc2)CC1 | 7% | . | -15%[8.37 µM]
57 | CCOc1ccc(CCNC(=O)C2=C(C)C(=O)OC23CCCCC3)cc1OCC | -9% | 6% | 15%
58 | CSCCC(NS(=O)(=O)c1ccccc1F)C(=O)N1CC=C(c2ccccc2)CC1 (stereo not given) | 4% | . | 6%
59 | CCOC(=O)c1ccc(CSC(=N)N)o1 | 3% | 0% | ?
60 | CC(C)C[C@H](NC(=O)c1nc[nH]c1C(=O)NC(c1ccccc1)c1ccccc1)C(=O)OC(C)(C)C | 5% | -16% | 1%
61 | CCOc1ccc(OCCC(=O)N(CCCOC)c2c(N)n(Cc3ccccc3)c(=O)[nH]c2=O)cc1 | 6% | . | ?
62 | O=C(NC1CCCC1)c1cccc(Cn2cc([N+](=O)[O-])cn2)c1 | -4% | 4% | -29%
63 | CCOC(=O)c1c(C)n(C)c2ccc(OCC(O)CNC(CC)CO)cc12 (stereo not given) | -10% | 0% | ?

# | AmpC inh detg | HCMV inh | AMA1 RON2 block
49 | -15% | -23 | -7%
50 | -4% | 3 | -24%
51 | -10% | . | .
52 | -9% | -16 | 0%
53 | 1% | 127 | .
54 | ? | -22 | 53%[activator]
55 | -5% | -9 | -21%
56 | ? | -17 | -4%
57 | -12% | -18 | -5%
58 | -5% | -4 | -15%
59 | -1% | 24 | 4%
60 | 10% | -63* | 79%[activator]
61 | ? | -23 | -10%
62 | -2% | 40 | 1%
63 | -5% | 6 | 8%

Full records from above.
Record of Fc1cccc(COc2ccccc2CNc2ccccc2)c1 = Sm TGR inh = -4%; Giardia FBPA inh = -10%; HCV inhibitor = ?; AmpC inh detg = ?; HCMV inh = -10; AMA1 RON2 block = -4%
Record of COc1ccc(-c2cc(C(=O)Nc3sc4c(c3C(N)=O)CCC(C)C4)no2)cc1 (stereo not given) = Sm TGR inh = 3%; Giardia FBPA inh = .; HCV inhibitor = .; AmpC inh detg = 18%; HCMV inh = 11; AMA1 RON2 block = .

Compound activity: PubChem BioAssay, National Center for Advancing Translational Sciences (NCATS)
